# HDAC3 inh = human HDAC3 inhibition; O15379; recombinant HDAC3, fluorogenic peptide/trypsin coupled, fluorescence; inhibition, % at 8.3 µM; 320,000 tested, 0.15% active; AID 2718; in the data active = inhibition above about 26%, passing the limit was not always enough; inconclusive = no clear call, values can overlap the other calls
# HSP90 refold inh = HSP90 refolding inhibition in rabbit reticulocyte lysate | 290,000 tested, 0.91% active | inhibition, % at 5.6 µM | luciferase refolding luminescence, 3 h;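 active = inhibition above the screen-wide mean plus 3 SD, computed separately per campaign, cut at about 16% in these data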;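 also: 0% = DMSO wells and 100% = 60 µM geldanamycin wells; inhibitors lower the luminescence because luciferase stays unfolded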
# GSK3 alpha inh = inhibitors of human GSK-3 alpha kinase; P49840; ADP-Glo luminescence, 60 min; inhibition, % at 10 µM; 320,000 tested, 0.1% active; AID 2650;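 in the data active = inhibition above about 50%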;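 also: GST-tagged GSK-3 alpha with peptide substrate and 25 µM ATP; 0% = DMSO neutral wells and 100% = GW8510 positive control wells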
# Target sequence (P49840 whole entry, looked up): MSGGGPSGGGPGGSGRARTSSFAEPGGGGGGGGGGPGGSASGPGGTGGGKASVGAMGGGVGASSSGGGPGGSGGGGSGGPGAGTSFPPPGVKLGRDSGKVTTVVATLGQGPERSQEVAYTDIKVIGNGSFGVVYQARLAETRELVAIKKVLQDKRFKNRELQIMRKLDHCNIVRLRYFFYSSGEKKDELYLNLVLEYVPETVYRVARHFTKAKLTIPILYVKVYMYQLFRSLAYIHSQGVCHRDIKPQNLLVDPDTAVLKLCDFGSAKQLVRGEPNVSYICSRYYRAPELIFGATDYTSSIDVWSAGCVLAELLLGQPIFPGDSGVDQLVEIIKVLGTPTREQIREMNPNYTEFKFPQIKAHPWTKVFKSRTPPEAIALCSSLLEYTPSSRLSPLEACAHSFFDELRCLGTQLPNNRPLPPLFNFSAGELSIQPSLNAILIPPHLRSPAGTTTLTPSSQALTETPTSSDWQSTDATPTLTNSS
# HSF-1 act = increases HSF-1 driven luciferase reporter signal; NIH3T3-HGL HSF-1 luciferase reporter, MG132, 8 h; 100% = twice DMSO control signal; activation, % at 9 µM; 300,000 tested, 1.7% active;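 active = mean replicate activation of at least 50% with a set share of replicates each reaching 50%; inconclusive = only one of those two conditions met; inactive = mean below 50% and too few replicates reaching it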;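 also: 0% = median of the neutral control wells and 100% = twice that signal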
# Dyrk1A ADPGlo = blocks rat Dyrk1A kinase activity. ADP-Glo luminescence, NFATc1 peptide. 310,000 tested, 0.43% active. Q63470. inhibition, % at 12.5 µM. AID 504441; in the data active = inhibition above about 50%;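 also: plate controls were vehicle with enzyme for no effect and no enzyme for full effect; many of its hits are not listed in these tables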
# HSF1 inh = HSF1 inhibition. NIH3T3-HGL HSE-luciferase, MG132-induced, luminescence 8 h; hits give low values. activity change, negative = inhibition, % at 7.5 µM (by protocol). 300,000 tested, 0.77% active. AID 2098;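 active = more than half of replicate wells show activity change below -50%, luminescence cut by over half; inconclusive = some wells, but at most half, below -50%; inactive = no replicate well below -50%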;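 also: luciferase reports HSF-1 transcriptional activity via heat shock element; 0% = median of DMSO wells and -100% = zero luminescence signal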
# PolyA inhibitor = yeast polyadenylation inhibition; S. cerevisiae SKY197-pL101 polyadenylation reporter, beta-gal luminescence; efflux-impaired pdr1/pdr3 knockout yeast; score 100 = 6 SD above DMSO; calls only at 12 µM; 300,000 tested, 0.02% active; AID 1875;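 active = lowest replicate activity score at least 50, where 100 means six control SD above control mean; inconclusive = lowest score under 50 but half or more replicates reach 50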;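 also: yeast exposed to compound for 9 h at 30 °C; higher score means more reporter readthrough which indicates perturbed polyadenylation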
# AI-2 QS mod = modulators of Vibrio harveyi AI-2 quorum sensing system; AID 2094; activity change, % at 7.5 µM; Vibrio harveyi JMH597 AI-2 luminescence/OD600 ratio, 9 h; hits give low values; strain lacks LuxN and CqsS sensors; 0 = neutral-control median; 300,000 tested, 0.4% active; in the data active = activity change below about -75%, passing the limit was not always enough; inconclusive = no clear call, values can overlap the other calls;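 also: luminescence divided by OD600 gain over 9 h not by final OD600 alone; inactives centre near 13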
# Platelet DG rel = platelet dense granule release activity. human platelet-rich plasma, SFLLRN dense granule ATP release, luminescence. inhibition, %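 (compounds screened at 7.5 µM in platelet-rich plasma)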. 300,000 tested, 0.22% active. AID 1663;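 active = mean replicate score, as percent of positive control, at or above 50; inconclusive = mean below 50 but at least one replicate at or above 50; inactive = mean and every replicate below 50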
# GSK3beta inhib = inhibitors of human GSK3beta kinase | P49841 | GST-GSK3beta kinase, ADP-Glo luminescence, 60 min; hits give low values | activity score (negative = inhibition), % at 10 µM | 300,000 tested, 0.038% active | AID 2097;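 active = more than half of replicate wells score below -50%, meaning over 50% inhibition versus plate controls; inconclusive = some replicates but at most half score below -50%; inactive = no replicate scores below -50%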;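 also: 0% = median DMSO wells and -100% = median GW8510 positive control wells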
# Target sequence (P49841 whole entry, looked up): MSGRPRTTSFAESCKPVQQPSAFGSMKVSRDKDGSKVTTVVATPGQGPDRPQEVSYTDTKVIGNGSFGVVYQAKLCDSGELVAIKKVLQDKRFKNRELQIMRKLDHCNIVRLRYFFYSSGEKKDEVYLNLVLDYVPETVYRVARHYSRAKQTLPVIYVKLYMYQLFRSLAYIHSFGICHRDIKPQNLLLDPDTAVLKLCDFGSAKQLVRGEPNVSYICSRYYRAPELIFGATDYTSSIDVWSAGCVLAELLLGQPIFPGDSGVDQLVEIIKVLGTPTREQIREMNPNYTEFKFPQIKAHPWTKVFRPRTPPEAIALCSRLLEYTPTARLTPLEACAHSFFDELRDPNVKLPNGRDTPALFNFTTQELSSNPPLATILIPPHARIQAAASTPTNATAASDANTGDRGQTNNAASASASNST
#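 Test system: GST-fused GSK3beta enzyme, cell-free | Quantity: 1.6 ng GST-GSK3beta enzyme per well | Reagent: 25 µM ATP with peptide substrate | Schedule: 60 min enzyme reaction, room temperature | Signal: Luminescent ADP-Glo measurement of ADP formed | Read-out basis: Score relative to plate controls | Control set: DMSO and 20 µM GW8510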
# Numbers without * were called inactive; i = inactive; ? = inconclusive; · = no result given. A portion of the library (hit frequency here may not be typical).
SMILES,HDAC3 inh,HSP90 refold inh,GSK3 alpha inh,HSF-1 act,Dyrk1A ADPGlo,HSF1 inh,PolyA inhibitor,AI-2 QS mod,Platelet DG rel,GSK3beta inhib
O=C(/C=C/c1cc([N+](=O)[O-])ccc1OC(F)F)Nc1ccc(OC(F)F)cc1,8,2,1,-6,-6,-11,i,17,1,1
CCOC(=O)[C@@H]1[C@H]2COc3ccccc3[C@@H]2N2C(=O)N(c3ccc(OC)cc3)C(=O)[C@@]12C,-3,-3,0,-3,4,-2,i,14,8,-1
Cc1ccc(N2C(=O)C(Cc3ccccc3)NC2=S)cc1 (centres undefined),-1,2,15,-13,1,-6,i,-3,-6,-2
CNC(=O)c1c(Br)cnn1-c1ccc(C)cc1,?,0,-1,?,-8,32,i,30,-2,-4
C=CCn1c(COc2cccc3ccc(C)nc23)nnc1SCC(=O)O,-6,-2,·,-6,-1,-7,i,-2,9,3
O=C(O)c1ccc(Cl)c2c1C1C=CCC1C(c1ccccn1)N2 (centres undefined),6,2,-1,-6,·,0,i,3,13,4
Cc1ccc(S(=O)(=O)N2CCOC23CCN(S(=O)(=O)c2cccs2)CC3)cc1,5,·,2,10,7,0,i,15,0,1
CCN1C(=O)[C@H]2[C@@H](c3ccc(-c4ccc(F)cc4)cc3)N3CCCC[C@@]3(C(=O)OC)[C@H]2C1=O,12,·,-3,-5,-3,6,i,13,-4,-1
O=C1Nc2ccc([N+](=O)[O-])cc2OC1CCN1CCN(Cc2ccc3c(c2)OCO3)CC1 (centres undefined),-1,2,-2,2,2,-3,i,29,-2,-1
Cn1c(CSc2ncccn2)nnc1SCC(=O)N1CCCCC1,-3,1,-1,-5,5,-6,i,36,-6,2
CCC(=O)Nc1ccc(Nc2nc(C)c([N+](=O)[O-])c(Nc3ccc(NC(=O)CC)cc3)n2)cc1,-4,-3,-5,-28,6,-19,i,16,2,-27
COc1ccccc1NC(=S)N(CCCN1CCOCC1)Cc1cn(C)c2ccccc12,-8,-3,-3,25,5,5,i,-2,4,2
CCCCCCC[C@H](N)[C@H](O)C(=O)N(C)[C@@H](CCS(C)=O)C(=O)N[C@@H](Cc1ccc(O)cc1)C(=O)N[C@@H](Cc1ccc(O)cc1)C(=O)O (some centres undefined),3,·,-2,0,7,-2,i,11,-6,2
COc1ccc(OC)c(C2=Nn3c(nnc3-c3cccc(OC(C)C)c3)SC2)c1,4,5,-1,-6,42,-9,i,30,5,2
Cc1cc(S(=O)(=O)N2CCN=C2c2ccccc2)c(C)cc1Cl,5,1,-3,-72,-2,-63*,i,27,-6,-4
CC12CCC(c3c1nc1ccccc1[n+]3[O-])C2(C)C (centres undefined),2,4,-2,46,-5,18,i,14,1,1
Cc1[nH]ccc(=O)c1Oc1ncc(C(F)(F)F)cc1Cl,?,-1,-1,-11,-3,1,i,27,7,5
CCCCN(CC)C(=O)c1cc2cc3ccc(Cl)cc3nc2o1,0,7,0,24,4,3,i,-15,-2,-1
CC1(C)Cc2c(C#N)c(N3CCN(C(=O)c4ccccc4Cl)CC3)nc(-c3ccco3)c2CS1,·,4,·,39,24,20,i,52,-5,0
Cc1ccc(C)c(S(=O)(=O)N2CCN(C(=O)CCNC(=O)c3ccc(Br)cc3)CC2)c1,-1,·,-1,20,-5,5,i,12,21,-4
Cc1[nH]c2ccc(F)cc2c1CCN(Cc1cccnc1)C(=S)Nc1cccc(F)c1,9,3,0,11,0,5,i,9,-7,-2
COc1cccc(C(=O)NC(=S)Nn2cnnc2)c1OC,3,1,-2,-17,-8,-1,i,2,8,5
COc1nc(OC)nc(N2CCC(C(=O)Nc3cccc4c3CCCC4)CC2)n1,6,0,-1,9,1,-11,i,17,0,3
COc1ccc(-n2c(=O)c3ccccc3n(CC(=O)NCC3CCCO3)c2=O)cc1 (centres undefined),1,5,0,-21,2,-5,i,·,14,·
COc1ccc(NC(=O)CN(C)S(=O)(=O)c2ccccc2)c([N+](=O)[O-])c1,0,-2,·,-1,-3,0,i,-1,-2,1
Cc1ccc(/C=C/C(=O)NC(=S)Nc2ccc(S(=O)(=O)Nc3cc(C)on3)cc2)cc1,-3,-2,-3,18,2,14,i,14,-1,-4
CCOC(=O)c1c(NC(=O)CSc2nc3nc(C)cc(C)n3n2)sc(CC)c1C,-4,0,·,14,1,7,i,29,0,2
Cc1ccc(CN2C(=O)C(=O)N(CC(N)=O)C2=O)cc1,-8,2,-1,-1,3,6,i,16,5,0
CS(=O)(=O)c1sc(C(=O)NC(=S)Nc2ccc(OC(F)(F)F)cc2)c2c1C=CCC2,12,3,0,37,1,18,i,10,32,-1
COc1ccccc1OCc1nn[nH]n1,3,-3,-3,-16,5,-3,i,19,5,1
CCOC(=O)N1CCN(C(=O)c2oc(=O)c3ccccc3c2-c2ccc(C)cc2)CC1,-12,4,3,3,12,0,i,30,-2,-3
CCOC(=O)C1=C(C)N(C)C(=S)NC1c1cc(OC)ccc1OC (centres undefined),-5,-4,-5,-9,-3,-3,i,6,2,1
CC1=C(C(=O)Nc2ccccc2)C(c2ccco2)C(C#N)=C(SCC(=O)OC(C)C)N1 (centres undefined),17,5,-1,5,-5,6,i,32,6,5
O=C(CSCc1ccc(Cl)cc1)N/N=C/c1ccccc1,12,1,-5,35,3,19,i,3,-5,-2
O=C(c1ccco1)N1CCN(C(=O)C2CCN(S(=O)(=O)Cc3ccccc3)CC2)CC1,-1,-4,1,-7,1,-2,i,47,4,2
CCCCSCCCNC(=O)Nc1ccc(C)c(C)c1,1,0,-3,-9,-2,-5,i,11,0,-3
COc1cc(-c2nnc(NC(=O)CS(=O)(=O)c3ccc(F)cc3)o2)cc(OC)c1OC,1,·,2,-2,12,-14,i,19,3,0
O=C(NCc1ccc2c(c1)OCO2)c1ccc(CS(=O)(=O)c2cccc(C(F)(F)F)c2)o1,-3,-2,2,8,1,3,i,33,1,4
CCn1cc(/C=C2/SC(=S)NC2=O)c(C)n1,0,4,9,12,-3,2,i,28,0,-3
CCOC(=O)N1CCN(C(=O)c2ccc(Cn3c(=S)[nH]c4cc5c(cc4c3=O)OCO5)cc2)CC1,10,-1,0,-15,-6,-12,i,8,1,1
O=C(NCCCCc1ccccc1)Nc1cccc(F)c1,1,6,3,10,-5,4,i,-7,0,-4
COc1ccc(N2C(=O)CC(N3CCCCC3)C2=O)cc1 (centres undefined),1,1,-2,14,-1,15,i,-8,7,0
Cc1cc(Cl)ccc1NC(=O)CCC(=O)N/N=C/c1cc([N+](=O)[O-])ccc1O,-5,2,-2,-11,-5,-14,i,2,2,-1
O=C(CSc1nnc(-c2c[nH]c3ccccc23)o1)N(Cc1ccccc1)c1ccc(F)cc1,21,3,-1,9,-4,1,i,31,10,-3
O=C(Nc1ccsc1C(=O)N1CCCCCC1)c1ccccc1,9,0,-2,1,-6,1,i,18,13,-5
O=C(NC1CCCCC1)Oc1cc2oc(=O)sc2cc1Br,3,12,0,-1,·,4,i,-50,7,-16
COc1ccc(OCc2cc(C(=O)N3CCCC(O)C3)no2)c2ccccc12 (centres undefined),-4,-2,1,27,4,20,i,23,1,2
Cc1csc(N(C)C(=O)CSc2nnc(COc3cccc4ccccc34)o2)n1,4,1,0,-19,4,-13,i,18,10,-1
CCOc1cc(CNCCO)ccc1OCC(=O)NC(C)(C)C,-5,4,1,5,-1,-1,i,19,-3,2
COc1ccc(N2CCN(C(=O)c3cc(=O)c4cc(Cl)ccc4o3)CC2)cc1,0,-1,-2,11,-5,1,i,5,0,-13
Clc1nc2ccccc2cc1/C=N/Nc1nc2ccccc2[nH]1,-9,4,1,18,10,-4,·,12,48,1
COc1ccccc1CNC(=O)CCC(=O)Nc1nnc(C)s1,4,4,-2,-3,3,-8,i,23,2,1
O=C(O)c1ccc(Sc2ccccn2)c([N+](=O)[O-])c1,2,1,-3,-3,-4,-7,i,46,14,1
CC(=O)N/C(=C\c1ccc(C)o1)C(=O)NCc1ccccc1,6,5,-1,-9,-3,4,i,27,0,2
CN(CC(=O)Nc1ccccc1C(F)(F)F)C(=O)c1cc(-c2cccs2)nn1-c1ccccc1,5,·,-2,-10,1,3,i,16,6,5
CCNC(=O)Nn1c(-c2ccccc2)nc2ccccc2c1=O,-4,-1,2,13,4,-6,i,-2,-18,1
CC(C)(C)c1ccc(/C=N/NC(=S)NC2CCCCC2)cc1,·,-4,·,56*,1,24,i,16,4,1
c1ccc(-n2nnnc2-c2cnc(-c3ccncc3)nc2-c2cccs2)cc1,1,1,-2,7,-6,-5,i,3,-5,1
CCn1c(SCC(=O)Nc2nc(C)c(C)s2)nnc1-c1cccnc1,3,7,-3,4,0,1,i,·,7,·
O=C(NC1CCCC1)c1cc(-c2ccc(F)cc2)on1,0,1,-3,43,3,32,i,7,0,0
# New compounds follow.
SMILES,HDAC3 inh,HSP90 refold inh,GSK3 alpha inh,HSF-1 act,Dyrk1A ADPGlo,HSF1 inh,PolyA inhibitor,AI-2 QS mod,Platelet DG rel,GSK3beta inhib
CC1CCN(S(=O)(=O)c2ccc3ncn(CC(=O)N4CCN(C)CC4)c(=O)c3c2)CC1,0,-2,-2,-15,-2,-3,i,30,-3,1
CN1C(=O)c2cccc3c(S(=O)(=O)N4CCCC4C(=O)O)ccc1c23 (centres undefined),0,3,1,-10,-6,-3,i,19,15,-3
CC(C)C(=O)Nc1ccc2c(c1)nc(CCN1CCN(c3ccccc3)CC1)n2C,3,-3,-1,0,4,4,i,2,1,1
CC1=NOC(=O)/C1=C\c1ccc(-c2ccc(Cl)cc2Cl)o1,·,0,·,-19,-1,-13,i,22,·,-3
COc1ccccc1NC(=O)CC(NCCN(C)C)C(=O)O (centres undefined),-6,5,-1,-10,-7,-9,i,21,0,2
CN(C)S(=O)(=O)c1ccc(Cl)c(C(=O)Nc2cccc3ncccc23)c1,3,1,-1,19,85*,-4,i,·,3,·
O=C(c1cn(-c2ccccc2)nc1-c1ccc(F)cc1)N1CCCCC1,1,2,-1,9,-3,9,i,10,-17,2
Cc1ccnc(NS(=O)(=O)c2ccc(NC(=O)C34CC5CC(CC(C5)C3)C4)cc2)n1,6,-1,-2,16,-3,5,i,21,-2,0
Cc1ccc(N2CC(C(=O)Nc3ccc(S(=O)(=O)Nc4ncccn4)cc3)CC2=O)cc1C (centres undefined),5,2,-1,7,-3,-8,i,27,0,1
COc1ccc(CNC(=O)c2cccs2)cc1,-3,0,-1,-3,0,-2,i,12,-1,1
CCCCCn1c(SCc2cccc(C)c2)nc2c1c(=O)[nH]c(=O)n2C,-4,·,-1,60*,-3,27,i,18,-20,3

# Compound activity from PubChem BioAssay.
